# Artemis endo inh = Artemis endonuclease inhibitors, primary screen, biochemical, fluorescence intensity, FAM/BHQ-1 hairpin substrate. inhibition, % at 10 µM. recombinant Artemis, quenched FAM hairpin cleavage fluorescence. Protein artemis (Homo sapiens), Q96SD1. AID 686954, 2013. actives 0.78% (n = 30,000);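 active means at 10 µM dose, at least 30% inhibition, measured as corrected fluorescence normalized to stimulator and neutral control wells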
# Target sequence (Q96SD1 whole entry, looked up): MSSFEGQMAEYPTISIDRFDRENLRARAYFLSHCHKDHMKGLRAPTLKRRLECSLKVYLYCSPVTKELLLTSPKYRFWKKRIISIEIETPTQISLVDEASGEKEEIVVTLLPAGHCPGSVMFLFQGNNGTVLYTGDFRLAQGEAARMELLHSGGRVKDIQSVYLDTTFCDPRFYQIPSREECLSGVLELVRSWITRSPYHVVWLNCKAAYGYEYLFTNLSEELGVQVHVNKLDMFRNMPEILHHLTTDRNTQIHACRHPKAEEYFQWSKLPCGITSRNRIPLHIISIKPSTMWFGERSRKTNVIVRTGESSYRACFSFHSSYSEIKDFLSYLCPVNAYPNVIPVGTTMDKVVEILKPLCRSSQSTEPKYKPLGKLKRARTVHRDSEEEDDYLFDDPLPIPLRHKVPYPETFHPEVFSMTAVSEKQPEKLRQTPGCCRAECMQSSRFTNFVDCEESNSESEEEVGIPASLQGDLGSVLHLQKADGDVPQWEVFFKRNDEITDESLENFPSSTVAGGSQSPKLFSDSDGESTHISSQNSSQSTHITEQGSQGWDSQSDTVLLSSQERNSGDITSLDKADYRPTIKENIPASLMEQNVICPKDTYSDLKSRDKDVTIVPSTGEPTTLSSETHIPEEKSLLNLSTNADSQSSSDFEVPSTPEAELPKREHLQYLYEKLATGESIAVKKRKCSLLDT
# Starred values were filed as active, the others as inactive; & = joins results of further samples. Not all compounds are listed. The share of hits here may be higher or lower than overall.
SMILES,Artemis endo inh
O=C(COc1ccc(Cl)cc1)N1CCN(C/C=C/c2ccccc2)CC1,5
C=CCn1c(O)c(C=Nc2ccc(OC)cc2C)c(=O)[nH]c1=O,-3
COCc1cc(C2SCC(=O)Nc3c2c(=O)[nH]n3C(C)C)ccc1OC (stereo not drawn),-10
CN1CCC(N(C)c2ncnc3ccc(Br)cc23)CC1,-16
C=CCN1C(=O)NC(=O)/C(=C/c2cccn2C)C1=O,-6
CC(C)Oc1cc(-n2c(=S)[nH]c3ccccc3c2=O)c(Cl)cc1Cl,-8
CC1=CC(=C2C(=O)NC(=S)NC2=O)C=C(C(F)(F)F)N1C,-4
O=C1CC(=O)N(c2ccc3c(c2)OCO3)C(=O)N1,3
CCN(CC)CCNC(=O)c1c(O)c2ccccc2n(Cc2ccccc2)c1=O,6
Cc1ccc(C2C(S(C)(=O)=O)=C(O)C(=O)N2c2ccccc2)cc1 (stereo not drawn) (tested in a mixture with another compound),-1
O=P(OCC(F)(F)C(F)F)(N1CCOCC1)N1CCOCC1,3
C=CCn1c(O)c(C=NCCN(C)C)c(=O)[nH]c1=O,17
CCc1ccc(N2C(=O)NC(=O)C(Cc3ccc(OC)cc3OC)C2=O)cc1 (stereo not drawn),4
CC12CN3CC(C)(CN(C1)C3c1cccnc1)C2=O (stereo not drawn),-6
Cc1cccc(CS(=O)(=O)Cc2ccc(C(=O)N3CCC4(CC3)OCCO4)o2)c1,2
O=C(Cc1ccccc1)Oc1cccc(N2C(=O)CCC2=O)c1,-1
O=C(c1cc2nc(-c3ccccc3)cc(-c3ccccc3)n2n1)N1CCC2(CC1)OCCO2,10
O=c1[nH]c(=S)n(Cc2ccco2)c(O)c1C=NCc1cccs1,13
CCOCCCN=Cc1c(O)n(Cc2ccccc2)c(=O)[nH]c1=O,-1
Cc1c(N=Cc2c(O)n(Cc3ccco3)c(=O)[nH]c2=O)c(=O)n(-c2ccccc2)n1C,14
CCCCSP1(=S)NCCCO1 (stereo not drawn),0
c1ccc2c(NC3=NCCS3)cccc2c1,-3
O=C(CNS(=O)(=O)c1ccc(Br)s1)N1CCC2(CC1)OCCO2,-4
OC(C#CCN1CCOCC1)(c1ccccc1)C1CCCC1 (stereo not drawn),-3
O=c1[nH]c(=O)n(C2CCCCC2)c(O)c1C1NCCc2ccccc21 (stereo not drawn),0
CCC(=O)N1c2ccc(S(=O)(=O)CCC(=O)N3CCC4(CC3)OCCO4)cc2CC1C (stereo not drawn),-5
CCC12CN3CCN(CC(C3)/C1=N\O)C2,-7
CC(C)C/C(=N/O)c1c[nH]c2ccccc12,0
CC(C)(C)c1nc(NCc2ccc3c(c2)OCO3)c2nnn(Cc3ccccc3Cl)c2n1,-1
Cc1ccc(-n2nc(C)c3c2NC(=O)CSC3c2ccc3c(c2)OCO3)cc1 (stereo not drawn),6
CCCCN1C(=O)NC(=O)C2(Cc3cc(C)ccc3N(C)C2)C1=O (stereo not drawn),-2
COc1ccc(Cn2c(O)c(C=NCCCn3ccnc3)c(=O)[nH]c2=O)cc1,-4
Cc1cc(OC(=O)c2ccco2)c2c3c(c(=O)oc2c1)CCCC3,1
Nc1ccccc1C(=O)OCCOc1ccccc1,0
Cn1c[n+](C)cc1C(O)c1ccccc1 (stereo not drawn),-11
COC(=O)[C@@H]1[C@@H](C(=O)OC)C2(c3ccccc3-c3ccccc32)N(c2ccc(Cl)cc2)N1C#N,7
O=C1NC(=O)C(CCc2ccncc2)(C2CCCCC2)C(=O)N1,-1
OC12Oc3ccccc3C=C1N1CCC2CC1 (stereo not drawn),-1
Cc1nc2ccccn2c1P(=S)(N1CCCCC1)N1CCCCC1,11
COc1ccc(OCC(=O)N2CCN(Cc3c[nH]c4ccccc34)CC2)cc1,1
CC(=O)OC1C2CCCC1C(N1CCCC1)CC2 (stereo not drawn),-2&-7
CC1CN(O)C2CCc3nonc3C12O (stereo not drawn),-5
CCOC(=O)[C@@]1(C#N)C(c2ccc(Cl)c(Cl)c2)[C@H](C(N)=O)N2C=C(C(C)=O)C=C[C@H]21 (stereo partly drawn),1
CC1CCCC(C2(O)C(=O)Nc3ccccc32)C1=O (stereo not drawn),-5
CC12CN3CC(C)(CN(C1)C31CCSCC1)C2=O,-1
O=C(C1CCC(=O)N1Cc1ccc(F)cc1)N1CCC2(CC1)OCCO2 (stereo not drawn),4
CNC(=O)Oc1ccc2c(c1)C(=O)c1ccccc1CO2,6
CCOC(=O)C1=C(C)OC(N)=C(C(=O)OCC)C12C(=O)Nc1ccc(Br)cc12 (stereo not drawn),1
Cc1nn(-c2ccccc2)c(Cl)c1C1C(C#N)=C(N)Oc2c1c(=O)oc1ccccc21 (stereo not drawn),2
CCOC(=O)C(O)(c1ccc(NC(=O)c2ccco2)c(OC)c1)C(F)(F)F (stereo not drawn),5
CCOC(=O)c1c(N)n(CCCOC(=O)c2ccco2)c2nc3ccccc3nc12,25
Cc1ccc(S(=O)(=O)NC(CC(=O)N2CCC3(CC2)OCCO3)c2ccco2)cc1 (stereo not drawn),2
Cc1ccc2nc(-c3ccncc3)cc(C(=O)N3CCC4(CC3)OCCO4)c2c1,0
CN1CCN(c2ccc(C(N)=O)cc2N)CC1,-2
CCOC(=O)N(c1ccccc1)P1(=S)OCCO1,-2
CC1N(O)C2CCCCCC2N1O (stereo not drawn),3
O=c1cc(C(F)(F)F)c2cc3c4c(c2o1)CCCN4CCC3,-76
CN1CCC(n2nccc2N)CC1,4
CCCCOP(=O)(CN1CCOCC1)OCCCC,-6
Cc1ccc2c(c1)C(c1ccccc1)NCC(=O)N2 (stereo not drawn),-1

# Following part
SMILES,Artemis endo inh
Cc1ccc(N2C(=O)/C(=C/c3ccc(CN(CCC#N)S(C)(=O)=O)o3)C(=O)NC2=S)cc1,-5
O=C(C1CC(=O)N(C2CCCCC2)C1)N1CCC2(CC1)OCCO2 (stereo not drawn),-12
CCCCN1CCC(O)(c2ccccc2)C(C(=O)c2ccccc2)C1 (stereo not drawn),-7
O=C(c1cc(-c2cccnc2)nc2ccc(Cl)cc12)N1CCC2(CC1)OCCO2,5
C=CCn1c(O)c(C(CC)=NCCCO)c(=O)[nH]c1=O,-2
O=C(Nc1cccnc1)c1c(O)c2c(n(Cc3ccccc3)c1=O)CCCC2,-1
CC1=CC(=O)C2=C(C)CC(O)C3C(C)C(=O)OC3C12 (stereo not drawn),4
Cc1cccnc1-n1c(CN2C(=O)c3ccccc3C2=O)nc2ccccc2c1=O,6
CN(C)C(=O)Oc1ccc(OC(=O)N(C)C)cc1,5
CCOP(=O)(C#CC(C)(C)C)C(O)(c1ccccc1)C(F)(F)F (stereo not drawn),-3
CC1CCC/C=C/C2CC(O)CC2C(O)/C=C/C(=O)O1 (stereo not drawn),5
COC(=O)C1CN(C#N)N(c2ccc(Cl)cc2)C12c1ccccc1-c1ccccc12 (stereo not drawn),14
CSc1ncc(Cl)c(C(=O)O)n1 (tested in a mixture with another compound),-1
CCC(C)(C)n1nnnc1CN1CCC(n2c(C)nc3cc(C(F)(F)F)ccc32)CC1,5
CC(C(N)=O)N1CC(c2ccc(Cl)cc2)CC1=O (stereo not drawn),7

# Entries above that have a Cl atom, in the order listed:
SMILES,Artemis endo inh
O=C(COc1ccc(Cl)cc1)N1CCN(C/C=C/c2ccccc2)CC1,5
CC(C)Oc1cc(-n2c(=S)[nH]c3ccccc3c2=O)c(Cl)cc1Cl,-8
CC(C)(C)c1nc(NCc2ccc3c(c2)OCO3)c2nnn(Cc3ccccc3Cl)c2n1,-1
COC(=O)[C@@H]1[C@@H](C(=O)OC)C2(c3ccccc3-c3ccccc32)N(c2ccc(Cl)cc2)N1C#N,7
CCOC(=O)[C@@]1(C#N)C(c2ccc(Cl)c(Cl)c2)[C@H](C(N)=O)N2C=C(C(C)=O)C=C[C@H]21 (stereo partly drawn),1
Cc1nn(-c2ccccc2)c(Cl)c1C1C(C#N)=C(N)Oc2c1c(=O)oc1ccccc21 (stereo not drawn),2
O=C(c1cc(-c2cccnc2)nc2ccc(Cl)cc12)N1CCC2(CC1)OCCO2,5
COC(=O)C1CN(C#N)N(c2ccc(Cl)cc2)C12c1ccccc1-c1ccccc12 (stereo not drawn),14
CSc1ncc(Cl)c(C(=O)O)n1 (tested in a mixture with another compound),-1
CC(C(N)=O)N1CC(c2ccc(Cl)cc2)CC1=O (stereo not drawn),7

# Going on with the list.
SMILES,Artemis endo inh
CC12CN3CC(c4ccccc4)(CN(C1)C31CCCCC1)C2=O,-1
O=C(COc1ccc(Br)cc1)N1CCN(C2CCCC2)CC1,14
Cc1cc(OCC(=O)OC(C)C)c2c3c(c(=O)oc2c1)CCCC3,13
O=c1[nH]c(=O)n(C2CCCCCC2)c(O)c1C=NCCCN1CCOCC1,12
Cc1ccc2c(c1)C1CN(C)CCC1N2C(=O)c1ccc(Br)o1 (stereo not drawn),2
CC(=O)Nc1ccc(OC(=O)N(C)c2ccccc2)cc1,-1
Nc1ncc(P(=S)(N2CCOCC2)N2CCOCC2)s1,3
O=C(NCC(c1cccnc1)N1CCN(c2ccccc2F)CC1)Oc1ccccc1 (stereo not drawn),0
COc1ccccc1-n1c(O)c(C=NCc2ccc3c(c2)OCO3)c(=O)[nH]c1=O,11
Cc1ccc(C)c(C2(O)CC(C)N(C)CC2C)c1 (stereo not drawn),0
CC1(C)CC2(CCO1)NCCN1C(=O)CSC12 (stereo not drawn),-6
CCOc1cccc(C2NCc3ccccc3-n3cccc32)c1O (stereo not drawn),-1
CN1CCN(CC(=O)Nc2ccc(Cl)cc2C(=O)c2ccccc2)CC1,-3
O=C(c1ccco1)c1cn(Cc2ccccc2)c2ccccc12,2
COc1ccc(-n2c(=O)[nH]c3ccccc3c2=O)cc1,2

# In the list so far, 2 contain a tert-butyl group:
SMILES,Artemis endo inh
CC(C)(C)c1nc(NCc2ccc3c(c2)OCO3)c2nnn(Cc3ccccc3Cl)c2n1,-1
CCOP(=O)(C#CC(C)(C)C)C(O)(c1ccccc1)C(F)(F)F (stereo not drawn),-3

# Next section.
SMILES,Artemis endo inh
Cc1ccc(-n2c(O)c(C=Nc3ccccc3N)c(=O)[nH]c2=O)cc1C,-7
CCCCC1(CN2CCCC2=O)C(=O)NC(=O)NC1=O,-1
CCN(CC)CCCC(C)N=C(c1ccccc1)c1c(O)n(C)c(=O)n(C)c1=O (stereo not drawn),2
O=C(CCc1nc(-c2ccccc2F)no1)N1CCC2(CC1)OCCO2,-1
Cn1c(O)c(C=Nc2ccc3c(c2)CCC3)c(=O)n(C)c1=O,6
CC(C)n1nnnc1CN1CCN(C)CC1,-10
O=C1NC(=O)N(C2CCCCC2)C(=O)C1C1c2ccccc2C(=O)N1Cc1ccccc1 (stereo not drawn),1
CCOc1ccccc1N1C(=O)NC(=O)/C(=C/c2ccc3c4c(cccc24)CC3)C1=O,12
CN1C(=O)C(=Cc2ccccc2Oc2ccc(Cl)c(F)c2)C(=O)N(C)C1=O,9
O=C(CCS(=O)(=O)c1ccc(Br)cc1)N1CCC2(CC1)OCCO2,4
O=P(/C(=N/O)N1CCOCC1)(N1CCOCC1)N1CCOCC1,10
COc1ccc(P2(=O)Nc3ccccc3N2)cc1,22
CN(C)CCN=Cc1c(O)n(C2CCCCCC2)c(=O)[nH]c1=O,14
CCCC(C)C1C(C#N)=C(N)Oc2c1c(=O)oc1ccccc21 (stereo not drawn),-1
CCCSP1(=S)NCCCO1 (stereo not drawn),3
Cn1c(C(=O)O)c(CC(=O)N2CCN(Cc3ccccc3)CC2)c2ccccc21,-1
CN(C)C1(c2nnnn2CCOC(=O)Nc2ccc(Cl)cc2)CCCCC1,8
COc1ccc(C(CC(=O)N2CCC3(CC2)OCCO3)NS(=O)(=O)c2ccc(C)cc2)cc1 (stereo not drawn),6
O=C(CN1CCN(Cc2ccc(Cl)cc2)C1=O)N1CCC2(CC1)OCCO2,1
COc1ccc(/C=N/N=C(/N)N[N+](=O)[O-])c(OC)c1,-6
COc1ccc2c(c1)c(C(=O)O)c(C)n2C(C)C,-8
OC(Cc1ccccc1)(c1ccccc1)C1CN2CCC1CC2 (stereo not drawn),4
CCCCc1nc2ccccc2c(=O)n1-c1ccc(O)cc1,0
O=C1CC(N2CCC(n3c(=O)[nH]c4ccccc43)CC2)C(=O)N1Cc1ccccc1 (stereo not drawn),-3
O=C(CN1CCN(Cc2cccc(Cl)c2)C1=O)N1CCC2(CC1)OCCO2,-8
COc1cc(OC)cc(-n2nc(C(=O)N3CCC4(CC3)OCCO4)c3ccccc3c2=O)c1,7
Cc1cccc(-n2c(C)nc3ccccc3c2=O)n1,-7
CCCCn1c(=O)c(C(=O)NCc2ccncc2)c(O)c2ccccc21,9
O=c1[nH]c(=O)n(C2CCCCCC2)c(O)c1C=NCC1CCCO1 (stereo not drawn),7
Clc1ccc(-c2nc3ccc(Cl)cn3c2CN2CCOCC2)cc1,4

# Part of the list above in order of SMILES length, largest number first.
SMILES,Artemis endo inh
Cn1c(C(=O)O)c(CC(=O)N2CCN(Cc3ccccc3)CC2)c2ccccc21,-1
CCCCn1c(=O)c(C(=O)NCc2ccncc2)c(O)c2ccccc21,9
COc1ccc(/C=N/N=C(/N)N[N+](=O)[O-])c(OC)c1,-6
COc1ccc2c(c1)c(C(=O)O)c(C)n2C(C)C,-8

# Continuation:
SMILES,Artemis endo inh
O=C1NC(=O)C(C/C=C/c2ccccc2)C(=O)N1,6
N=c1c2c(n(Cc3ccc(Cl)cc3Cl)c3c1CCC3)CCCC2,1
O=c1[nH]c(=O)n(-c2cccc(Cl)c2)c(O)c1/C=N/c1ccccn1,-2
COc1ccc(CCNCc2ccc(F)cc2)cc1OC,2

# 4 consecutive entries already listed:
SMILES,Artemis endo inh
CC12CN3CC(C)(CN(C1)C31CCSCC1)C2=O,-1
O=C(C1CCC(=O)N1Cc1ccc(F)cc1)N1CCC2(CC1)OCCO2 (stereo not drawn),4
CNC(=O)Oc1ccc2c(c1)C(=O)c1ccccc1CO2,6
CCOC(=O)C1=C(C)OC(N)=C(C(=O)OCC)C12C(=O)Nc1ccc(Br)cc12 (stereo not drawn),1

# Source: PubChem BioAssay (Sanford-Burnham Center for Chemical Genomics)
